# From PubChem BioAssay
# SRC3 TRFRET art = counter-screen for PPARgamma SRC-3 recruitment agonists: TR-FRET artefact | PPARgamma/SRC-3 format; active compounds read high | TR-FRET ratio at 8 µM | 99,000 compounds, 0.39% hits | AID 1048; in the data active = TR-FRET ratio above about 2000; also: inactives centre near 1600; reference of the scale not given here
# SRC1 TRFRET art = counter-screen for PPARgamma SRC-1 recruitment agonists: TR-FRET artefact. TR-FRET detection artefact counter-screen, emission ratio; active compounds read high. AID 1051. 99,000 compounds, 0.34% hits. TR-FRET ratio at 8 µM; in the data active = TR-FRET ratio above about 2300; also: inactives centre near 1800; reference of the scale not given here
# * hit, by the source's call. Some of the compounds tested; rates above refer to the full screens.
SMILES,SRC3 TRFRET art,SRC1 TRFRET art
Cc1ccc(-c2cc(C(=O)Nc3ccc(S(=O)(=O)Nc4ncccn4)cc3)c3ccccc3n2)cc1,1474,1530
CC(Nc1ccccc1N1CCCCC1)C(=O)N1CCc2ccccc21 (stereo not drawn),1802,2137
CC(C)C(Nc1ccc(S(=O)(=O)N2CCOCC2)cc1[N+](=O)[O-])C(=O)O (stereo not drawn),1508,1493
NC(=O)C1CCN(C(=O)COc2ccc(S(=O)(=O)NCc3ccccc3)cc2Cl)CC1,1661,1772
O=C(/C=C/c1cccc(Cl)c1)Nn1c(-c2cccs2)nc2ccccc2c1=O,1530,1636
Cc1ncsc1CCOC(=O)c1ccc(Cl)cc1,1521,1910
CCOC(=O)c1[nH]c(C)c(C(=O)OCC(=O)N(C)C2CCS(=O)(=O)C2)c1C (stereo not drawn),1527,1933
COc1cc2c(cc1OC)C1(CCCC1)CNC2c1ccc([N+](=O)[O-])cc1 (stereo not drawn),1376,1774
CN(C)CCNc1c2c(nc3nnnn13)CCCC2,1676,1806
COc1ccc(C(NC(=O)C2C3C=CC(C3)C2C(=O)O)c2ccccc2)cc1 (stereo not drawn),1678,1707
NC(=O)CSc1nc2ccc([N+](=O)[O-])cc2[nH]1,1762,1936
COc1ccc(C(=O)/C=C/c2ccc(OC3CSC3)cc2)cc1OC,1689,1918
CCCCC(=O)OCc1nc(N)nc(Nc2ccccc2C)n1,1592,1858
CCN(CC)CCCNC(=O)c1cc2nc3c(c(C(F)(F)F)n2n1)CCc1ccccc1-3,1740,1668
CC(C)(C)SCCNC(=O)CN(c1ccccc1)S(=O)(=O)c1ccc(F)cc1,1580,1891
CC(=O)Nc1ccc(NC(=O)CCSCCc2ccccn2)cc1,1807,1903
Cc1cccc(OCC(=O)N2CCOCC2)c1,1803,1610
OCCN1CCN(c2ncnc3nc[nH]c23)CC1,1757,1960
CCOC(=O)CSc1nnc(CCCCCN2C(=O)c3cccc4cccc(c34)C2=O)o1,1634,1858
COc1ccc(NC(=O)/C(=C/c2cccnc2)NC(=O)c2cccs2)cc1,1552,1916
O=CNc1ccccc1Oc1ccccc1,1624,1790
COCC(C)NC(=O)CCc1nnc(C2(c3ccc(Cl)cc3)CCC2)o1 (stereo not drawn),1702,1722
CC1CC(C)CN(C(=O)COc2ccc([N+](=O)[O-])cc2Cl)C1 (stereo not drawn),1609,1601
COc1ccc(NS(=O)(=O)c2cc(NC(=O)[C@@H](NC(=O)c3ccccc3)C(C)C)ccc2C)cc1,1608,1806
Cc1ccc(NC(=O)Cc2cn3ccsc3n2)nc1,1841,1686
NNc1ncnc2sc3c(c12)CCC3,1591,1918
Cc1cc(C)nc(/N=C(\N)Nc2ccc(S(=O)(=O)Nc3nccc(C)n3)cc2)n1,1480,1836
Cc1ccc(/C=N/NC(=O)c2ccncc2)o1,1726,1685
CC(=O)N1[C@H](Cc2ccccc2)C=C[C@]1(C)C(=O)NCc1ccccn1,1625,1956
CC(Oc1ccccc1)C(=O)NNS(=O)(=O)c1ccc([N+](=O)[O-])cc1 (stereo not drawn),1579,1832
Cc1cccc(OCC(=O)N/N=C/c2ccc(N(C)C)cc2)c1,1611,1614
O=C(C[n+]1cccc(CNC(=O)c2ccc(OC(F)F)cc2)c1)Nc1ccc(SC(F)F)cc1,1782,1885
Cc1ccc(NC(=O)Nc2cccc([N+](=O)[O-])c2)cc1F,1701,1718
Cc1cc([N+](=O)[O-])ccc1NC(=O)Cc1ccc(F)cc1,1385,1757
Cn1ncc(Br)c1C(=O)NC12CC3CC(CC(C3)C1)C2,1680,1920
COc1ccc(NC(=O)Cn2cc(C#N)c3ccccc32)cc1,1650,1848
Cc1ccc(/C=C2\Oc3c(ccc(O)c3CN3CCN(CCO)CC3)C2=O)cc1,1394,1811
COCCNC(=O)C(c1ccncc1)N(Cc1ccccc1)C(=O)Cn1nnc2ccccc21 (stereo not drawn),1782,1991
CN(CC(O)COCc1ccc2c(c1)OCO2)C1CCCCC1 (stereo not drawn),1524,1517
CCOC(=O)C1=C(C)NC(=O)C1CC(=O)O (stereo not drawn),1855,1758
COc1cc2c(cc1OC)CC1(CCCCC1)N=C2,1524,2119
O=C(NCCCN1CCN(c2ccccc2F)CC1)C1CCC(=O)N1C1CCCC1 (stereo not drawn),1724,1788
COc1ccc(NC(=O)CCCn2cc([N+](=O)[O-])cn2)cc1,1563,1789
O=c1[nH]ncc(N2CCCC2)c1Cl,1446,1477
CCOC(=O)N1CCC(NC(=O)CCC(=O)N2CCOc3ccc(Cl)cc32)CC1,1692,1879
CCOC(=O)N(NC(=O)C(O)(CC(C)C)CC(C)C)c1ccccc1,1542,1730
O=C(Oc1cc2oc(=O)c3c(c2cc1Cl)CCCC3)c1cccs1,1640,1755
CC(C)CCNc1c(-c2cccs2)nc2ccccn12,1726,2011
CCCCN1C(=O)Nc2ccccc2S1=O (stereo not drawn),1513,1547
Cc1ccccc1NC(=O)NNC(=O)OC(C)(C)C,1513,1732
COc1cccc(CNC(=O)CCC2CCCN(C/C=C/c3ccccc3OC)C2)c1 (stereo not drawn),1710,1924
COC(=O)c1ccc(OS(=O)(=O)c2ccc(NC(C)=O)cc2)cc1,1834,2095
CC(C)N(Cc1nccn1C)C(=O)CCc1nnc(CCCc2ccccc2)o1,1478,1612
Cc1ccc(C(=O)Nc2ccc(N3CCN(C)CC3)nc2)cc1,1551,1672
CC(=NCCN1CCOCC1)C1=C(O)c2ccccc2C1=O,1529,1948
CC(=O)c1ccc(S(=O)(=O)Nc2cccc(-c3ccc4nncn4n3)c2)cc1,1526,1971
Cc1cccc(N2CCN(C(=O)C3CCN(S(=O)(=O)c4c(C)noc4C)CC3)CC2C)c1 (stereo not drawn),1444,1861
Cc1nn(C)c(Sc2ccccc2N)c1[N+](=O)[O-],1528,1684
Cc1ccc(CN2CCN(Cc3c[nH]c4ccccc34)CC2CCO)o1 (stereo not drawn),1619,1642
Cc1ccc(NC(=O)Cn2c(O)c(N=NS(=O)(=O)c3ccc(C)cc3)c3ccccc32)cc1,1644,1990

# Taken from above:
# CC(C)CCNc1c(-c2cccs2)nc2ccccn12 in SRC1 TRFRET art → 2011
# O=c1[nH]ncc(N2CCCC2)c1Cl in SRC1 TRFRET art → 1477
# O=C(NCCCN1CCN(c2ccccc2F)CC1)C1CCC(=O)N1C1CCCC1 (stereo not drawn) in SRC1 TRFRET art → 1788
# Cc1nn(C)c(Sc2ccccc2N)c1[N+](=O)[O-] in SRC1 TRFRET art → 1684

# Ordered by formula weight (falling): part of the list above.
SMILES,SRC3 TRFRET art,SRC1 TRFRET art
CCOC(=O)N1CCC(NC(=O)CCC(=O)N2CCOc3ccc(Cl)cc32)CC1,1692,1879
O=C(Oc1cc2oc(=O)c3c(c2cc1Cl)CCCC3)c1cccs1,1640,1755
Cc1ccc(CN2CCN(Cc3c[nH]c4ccccc34)CC2CCO)o1 (stereo not drawn),1619,1642
COC(=O)c1ccc(OS(=O)(=O)c2ccc(NC(C)=O)cc2)cc1,1834,2095
CC(=NCCN1CCOCC1)C1=C(O)c2ccccc2C1=O,1529,1948
CCCCN1C(=O)Nc2ccccc2S1=O (stereo not drawn),1513,1547
O=c1[nH]ncc(N2CCCC2)c1Cl,1446,1477

# Carrying on:
SMILES,SRC3 TRFRET art,SRC1 TRFRET art
CCCc1cc(C(=O)Nc2nnc(C)s2)cs1,1711,1890
CCC1C(=O)N=C(SCC(=O)Nc2nc3ccccc3s2)NC1=O (stereo not drawn),1551,1628
CC1CN(C(=O)c2cccc(S(=O)(=O)N3CCOCC3)c2)CC(C)O1 (stereo not drawn),1409,1989
O=C(O)Cc1csc(Nc2cccc(Cl)c2)n1,1549,1664
N#C/C(=C\c1cccs1)C(=O)NCc1cccnc1,1569,1876
COc1ccc(Cl)cc1NC(=O)COC(=O)CCNC(C)=O,1577,1873
CC(NC(=O)c1ccccc1)C(=O)N/N=C/c1cccc([N+](=O)[O-])c1 (stereo not drawn),1365,1907
O=C(NC(=S)NCC1CCCO1)c1ccccc1F (stereo not drawn),1525,1835
Cc1ccc(N2C(=O)CC(N3CCN/C3=C3\CC/C(=C\c4ccccc4)C3=O)C2=O)cc1 (stereo not drawn),1551,1675
CC1CN(S(=O)(=O)c2ccc(C(=O)Nc3nnc(-c4ccco4)o3)cc2)CC(C)O1 (stereo not drawn),1569,1722
COc1cccc(/C=c2\s/c(=C/C(=O)c3ccc(C)cc3)[nH]c2=O)c1OC,1660,2157
O=C(CCc1ccccc1)N1CCCN(C(=O)CCc2ccccc2)CC1,1566,1829
O=C1NCCN(Cc2ccc(Cl)c(F)c2)C1CC(=O)N1CCc2ccccc2C1 (stereo not drawn),1505,1569
CCN1CCN(CC(=O)N2N=C(c3cccs3)CC2c2ccc(OC)cc2)C(=O)C1=O (stereo not drawn),1656,1781
Cc1ccc(S(=O)(=O)NC(C(=O)Oc2ccc3ccc(=O)oc3c2)c2ccccc2)cc1 (stereo not drawn),1593,1914
Cc1nc(-c2ccccc2)sc1C(=O)O,1658,1992
COc1ccc(N2C(=O)CC(N3CCN(S(=O)(=O)c4ccc(Cl)cc4)CC3)C2=O)cc1 (stereo not drawn),1619,1974
Cc1ccc(NCC(=O)Nc2cccc(S(=O)(=O)N(C)C)c2)c(Cl)c1,1631,1704
Cc1cc(C(=O)N/N=C/C=C/c2ccccc2[N+](=O)[O-])c(C)o1,1380,1676
C/C(=N\NC(=O)c1csc(C)c1C)c1ccc(C)s1,1619,1764

# Structural class: those above containing a cyano group
SMILES,SRC3 TRFRET art,SRC1 TRFRET art
COc1ccc(NC(=O)Cn2cc(C#N)c3ccccc32)cc1,1650,1848
N#C/C(=C\c1cccs1)C(=O)NCc1cccnc1,1569,1876

# New compounds follow:
SMILES,SRC3 TRFRET art,SRC1 TRFRET art
CCCCn1c(=O)c(CCC(=O)OCC(=O)NC(C)c2ccccc2)nc2ccccc21 (stereo not drawn),1762,1690
O=C(NNC(=O)C1C2CCC(C2)C1C(=O)O)c1ccc(Br)o1 (stereo not drawn),1412,1801
CCC(=O)Nc1cccc(C(=O)/C=C/c2ccc(F)cc2)c1,1715,1878
Cc1nc(NC(=O)Nc2ccc(Cl)cc2)sc1C,1588,1981
O=C1COc2ccc(C(=O)COC(=O)C3CC(O)CN3S(=O)(=O)c3ccc(Cl)cc3)cc2N1 (stereo not drawn),1597,1797
Cc1ccc(C2=NN(C(=O)COc3ncnc4ccccc34)C(c3ccco3)C2)cc1 (stereo not drawn),1593,1842
O=C(CC1CS(=O)(=O)CC1CC(=O)Nc1ccc2c(c1)OCCO2)Nc1ccc2c(c1)OCCO2 (stereo not drawn),1480,1822
Cc1ccc(C(=O)CSc2nnc(-c3ccco3)n2C)cc1,1515,1888
CN(NS(C)(=O)=O)c1ncc(C(F)(F)F)cc1Cl,1459,1772
COc1ccc2nc(NC3=NC(c4ccccc4)CC(=O)N3)nc(C)c2c1 (stereo not drawn),1717,1828
CC(C)[C@H](NC(=O)c1ccccc1)C(=O)OCc1nc2scc(-c3ccccc3)c2c(=O)[nH]1,1436,1795
COCCN(C(=S)Nc1cccc(C)c1C)C(C)c1ccco1 (stereo not drawn),1429,1458
CC(C)(C)C(=O)Cn1c(=O)n(-c2ccc(F)cc2F)c(=O)c2sccc21,1433,1643
Nc1ccccc1Nc1cc(-c2ccccc2)nn1-c1cccc(Cl)c1,1618,1676
O=C(NCc1ccc(F)cc1)c1c(O)c2cccc3c2n(c1=O)CCC3,1521,1865
O=C(CSc1nc2cc(Cl)ccc2s1)c1ccco1,1595,1628
Cc1ccc2c(c1)cc(CN(Cc1cccnc1)C(=O)c1ccccc1)c1nnnn12,1534,1680
CCC(CC)C(=O)Nc1ccc(C(=O)Nc2cc(C)on2)cc1,1966,1901
Fc1ccc(Oc2nnnn2-c2ccccc2)cc1,1613,1793
CC1(CCc2ccccc2)NC(=O)N(CC(=O)Nc2ccc(S(N)(=O)=O)cc2)C1=O (stereo not drawn),1575,1810
O=C(/C=C/c1ccccc1)NC1CCSC1=O (stereo not drawn),1630,1786
O=C(c1cn(-c2ccccc2)nc1-c1cccc(Br)c1)N1CCOCC1,1548,1889
CSc1ccccc1NC(=O)Cn1ccsc1=N,1646,1658
CCN1CCN(C(c2ccccc2)c2nnnn2Cc2ccc3c(c2)OCO3)CC1 (stereo not drawn),1596,1886
Cc1onc(-c2c(F)cccc2Cl)c1C(=O)NCCO,1485,1538
O=[N+]([O-])c1cc(S(=O)(=O)NC2=NCCCCC2)ccc1Cl,1519,1712
Cc1cc(C(=O)N/N=C2\CC(=O)CC(C)(C)C2)c(C)n1-c1ccccc1,1634,1764
O=C(O)c1c(-n2cccc2)sc2c1CCCC2,1694,1899
Cc1cc(C)nc(N2CCC(C(=O)NCc3ccccc3F)CC2)n1,1451,1641
COc1ccc(-n2nnnc2SCC(=O)Nc2ccccc2N2CCOCC2)cc1OC,1765,1985
Cc1ccccc1NS(=O)(=O)c1ccc(C)c(NS(C)(=O)=O)c1C,1651,1714
O=C(Cc1c[nH]c2ccccc12)NCc1cccs1,1583,1940
COC(=O)c1ccc2c(=O)n(CCCCCC(=O)O)c(=O)[nH]c2c1,1506,1847
O=C(CN1CCN(c2ccccc2)CC1)Nc1ccccc1Cl,1610,1993
O=C(CC1Sc2ncnn2C1=O)Nc1ccc(Cl)cc1 (stereo not drawn),1446,1794
O=C(COC(=O)c1cc(=O)c2ccccc2o1)Nc1ccc2ccccc2c1,1573,1954
CC1(C)C(=O)Nc2ccccc2N1C(=O)COC(=O)c1cc(S(=O)(=O)N2CCOCC2)ccc1F,1845,1940
